Mdm2-MdmX inh: inhibitors of human Mdm2/MdmX interaction | O15151+Q00987 | SaOS-2 split-luciferase Mdm2/MdmX complementation, luminescence | inhibition, % at 8 µM | actives 3% (n = 330,000) | AID 485346;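 active = inhibition of at least 50% at 8 µM in the primary screen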
UPR XBP1 act: adaptive UPR (XBP1) activation; activation, % at 20 µM; AID 463104; actives 0.33% (n = 330,000); CHO-XBP1 luciferase reporter, IRE1-XBP1 UPR activation, luminescence; percent of tunicamycin response, DMSO as zero;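 active = versus positive control, 20 µM dose yields 30% or more activation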;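 also: 100% = tunicamycin at 10 µg/mL and 0% = DMSO only wells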
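Material – CHO cell line with stable XBP1 luciferase reporter · Buffer or medium – F12 plus 10% FBS · Compound – single point, 20 µM final compound, 1% DMSO · Schedule – 16-18 h cell attachment at 37 °C, then 6 h compound exposure · Signal – Steady-Glo luminescence read · Benchmarks – high control tunicamycin 10 µg/mL final, low control DMSO vehicle only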
UPR CHOP act: apoptotic UPR (CHOP) activation. CHO-CHOP luciferase reporter, luminescence; percent of tunicamycin response over DMSO baseline. activation, % at 10 µM. actives 0.34% (n = 330,000). AID 449763;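 active = at 10 µM dose, activation of 40% or more, normalized to positive control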;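 also: 100% = tunicamycin at 10 µg/mL and 0% = DMSO alone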
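Test system: CHO-CHOP cells, stable luciferase reporter of PERK-eIF2a-CHOP signalling | Quantity: 500 CHO-CHOP cells per well | Buffer or medium: F12 plus 10% serum | Compound dosing: 10 µM single point, 0.5% DMSO | Schedule: 6 h compound treatment, 37 °C | Signal: Luciferase luminescence | Control set: Tunicamycin high control, DMSO low control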
697 NFkB inh: inhibitors of the PMA/ionomycin-induced NF-kB reporter in 697 B cells; 697 B-cell NF-kB luciferase reporter, 16 h; inhibition, % at 4 µM; actives 0.33% (n = 330,000); AID 435022; in the data active = inhibition above about 35%
Jurkat NFkB inh: lowers PMA/ionomycin-induced NF-kB signal in Jurkat cells; PMA/ionomycin-induced NF-kB luciferase reporter, luminescence; inhibition, % at 4 µM; actives 0.53% (n = 330,000); in the data active = inhibition above about 50%
EBI2 block: antagonists of human EBI2 receptor; P32249; EBI2 beta-arrestin recruitment, luminescence, 7a,25-OHC stimulated; inhibition, % at 5 µM; actives 0.81% (n = 360,000); AID 651636; in the data active = inhibition above about 38%;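 also: enzyme fragment complementation signal reports receptor beta-arrestin coupling in cells; 0% = agonist plus DMSO wells and 100% = wells without agonist; some results beyond the cut were filed as inactive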
Target sequence (P32249 whole entry, looked up, the tested form may be a part): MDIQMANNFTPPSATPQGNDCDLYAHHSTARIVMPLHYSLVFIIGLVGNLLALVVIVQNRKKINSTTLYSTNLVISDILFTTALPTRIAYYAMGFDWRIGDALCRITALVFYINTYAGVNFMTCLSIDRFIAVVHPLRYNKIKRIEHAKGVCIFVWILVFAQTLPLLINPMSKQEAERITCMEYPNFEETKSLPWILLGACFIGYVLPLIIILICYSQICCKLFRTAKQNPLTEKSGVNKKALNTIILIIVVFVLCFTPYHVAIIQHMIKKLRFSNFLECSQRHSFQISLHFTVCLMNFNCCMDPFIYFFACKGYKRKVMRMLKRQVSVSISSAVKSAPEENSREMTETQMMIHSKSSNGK
CXCR6 inh: blocks human CXCR6 beta-arrestin recruitment; CHO-K1 PathHunter CXCR6 beta-arrestin, luminescence; inhibition, % at 20 µM; actives 0.36% (n = 360,000); in the data active = inhibition above about 34%, passing the limit was not always enough;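 also: antagonist mode with CXCL16 agonist at 10 nM final; 0% = 10 nM CXCL16 with DMSO and 100% = unstimulated wells without agonist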
Gli-Sufu block: Gli-Sufu pathway antagonism; Sufu-KO-LIGHT fibroblasts, Gli luciferase reporter luminescence; inhibition, % at 5 µM; actives 0.74% (n = 340,000);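 active = inhibition above about 55%, limit read from the data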;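 also: 0% = DMSO-treated cells and 100% = wells with medium but no cells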
CCR6 antag: blocks CCL20-driven beta-arrestin recruitment at human CCR6. CHO-K1 CCR6 PathHunter beta-arrestin, luminescence, CCL20-stimulated. inhibition, % at 20 µM. P51684. actives 0.49% (n = 340,000);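 active = compounds whose inhibition of the agonist-driven luminescence signal at 20 µM reaches about 50%, limit read from the data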;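 also: cells stimulated with CCL20 at 14 nM final; plate controls were DMSO with CCL20 for no effect and DMSO without agonist for full effect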
Target sequence (P51684 whole entry, looked up): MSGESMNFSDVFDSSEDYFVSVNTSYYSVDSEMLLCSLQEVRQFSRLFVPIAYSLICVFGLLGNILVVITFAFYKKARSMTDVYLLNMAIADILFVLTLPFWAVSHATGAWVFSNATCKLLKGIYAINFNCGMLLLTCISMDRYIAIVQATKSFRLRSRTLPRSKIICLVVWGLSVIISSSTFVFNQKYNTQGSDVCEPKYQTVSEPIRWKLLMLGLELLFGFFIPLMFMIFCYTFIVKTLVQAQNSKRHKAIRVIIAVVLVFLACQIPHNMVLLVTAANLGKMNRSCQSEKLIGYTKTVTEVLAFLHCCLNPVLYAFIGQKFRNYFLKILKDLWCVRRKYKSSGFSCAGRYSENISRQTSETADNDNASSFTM
An asterisk follows results filed as active; x = no result given.

SMILES,Mdm2-MdmX inh,UPR XBP1 act,UPR CHOP act,697 NFkB inh,Jurkat NFkB inh,EBI2 block,CXCR6 inh,Gli-Sufu block,CCR6 antag
CCCn1nnnc1SCC(=O)N1CCCCC1,8,-4,0.4,11,6,3,-4,7,-10
N/C(=N\OC(=O)COc1ccc([N+](=O)[O-])cc1)c1cccnc1,-4,4,0.2,13,7,-3,2,-4,-1
Cc1ccc(N(CC(O)CN2CCCC2)S(=O)(=O)c2ccccc2)cc1 (configuration not stated),-31,-3,0.1,4,-1,1,7,-2,17
CNC(=S)N/N=C(\C)c1ccc(Cl)s1,-27,0,-0.6,18,1,10,16,2,27
c1cc2nnnn2nc1N1CCCCC1,3,-2,-0.5,7,-15,-24,-4,-1,8
COc1ccc(C(=O)/C=C/c2ccc(O)cc2)c(O)c1CC=C(C)C,11,-3,0.5,-9,9,16,7,14,17
CCN1CCN(Cc2c(O)ccc3c2O/C(=C\c2ccccc2)C3=O)CC1,13,-1,-1.0,13,4,8,10,-13,0
Cc1c(CN2CCCC(C(=O)Nc3cccc(-n4cccn4)c3)C2)cnn1C (configuration not stated),-1,-6,0.2,6,-14,-10,-3,17,2
Cc1ccc(NC(=S)N2CCc3[nH]c4ccccc4c3C2)cc1,2,1,-0.4,-26,-13,3,-9,-26,-10
O=C(NCC(=O)N1CCN(S(=O)(=O)c2ccccc2)CC1)c1ccc(Br)o1,11,-5,0.5,20,-12,4,-10,-1,14
O=C(O)/C=C/C(=O)NC1CCS(=O)(=O)C1 (configuration not stated),7,0,1.4,10,-11,-6,-10,0,-8
COc1cc(NC(=O)c2ccccc2Cl)ccc1NC(=O)c1ccco1,-106,3,8.1,-140,-88,-1,-4,-102,6
CCOc1ccccc1NC(=O)CSc1nc2ccccc2nc1N1CCOCC1,33,0,0.7,5,14,14,3,29,16
CCn1c(SCC(=O)Nc2cccc(OC)c2)nc2c(c1=O)SCC2,7,1,-0.3,6,19,3,1,-1,10
Cc1cc(C)c2c(N=CN(C)C)c(C(=O)N3CCN(c4ncccn4)CC3)sc2n1,-26,-1,-2.6,13,8,-2,-3,2,-3
CC1=C(C(=O)NC(C)c2ccccc2)C2(CCC(C)CC2)OC1=O (configuration not stated),6,-5,3.1,10,-9,-12,1,-2,10
COCc1cc(C)nc(N2CCc3ccccc32)c1C#N,13,-4,1.2,-6,-7,0,0,0,12
Cc1ccc(NC(=O)N2C3CCCC2CC(NC(=O)C2CC2)C3)cc1 (configuration not stated),-4,-5,-0.5,-31,-27,-3,-11,-8,-2
Clc1ccc(CSc2nnnn2-c2ccc3c(c2)OCO3)c(Cl)c1,30,-6,1.1,-7,11,23,-1,3,2
O=C(COC(=O)/C=C/c1ccccc1Cl)NCc1ccccc1,14,-1,0.5,15,7,-5,1,3,4
Fc1ccc(-c2n[nH]c(=S)n2/N=C/c2c[nH]c3ccccc23)cc1,24,0,0.2,-10,-3,-6,-5,-2,4
COc1ccccc1C(CNC(=O)c1cc(C)nc2ccccc12)N(C)C (configuration not stated),-6,-1,-0.8,3,2,-8,4,1,11
Cn1c(CN2CCN(c3cccc(Cl)c3)CC2)nc2ccccc21,-2,0,0.3,-13,-12,-17,6,3,10
CCc1nnc(SCC(=O)Nc2nnc(C)s2)n1CC1CCCO1 (configuration not stated),5,-8,-1.7,-2,-3,1,-13,-4,8
CC(C)CNC(=S)NNC(=O)c1ccco1,8,4,-0.4,28,-5,-2,2,-5,-22
O=C(N1CCOCC1)N1CCCC(c2nc(-c3cccs3)no2)C1 (configuration not stated),7,1,0.9,1,-6,-15,0,2,1
CC1(C)CC(=O)C2=C(C1)Oc1nc3ccccc3cc1C2C(C#N)C#N (configuration not stated),48,-5,63*,-3,16,19,16,33,15
O=C(C[n+]1ccccc1)c1ccc(-c2ccccc2)cc1,0,-1,0.0,-5,-4,-11,0,11,5
COc1cccc(C(=O)COc2ccc(NC(=O)c3ccccc3)cc2)c1,16,-2,0.9,-10,12,2,7,-19,14
Cc1cccc(NC(=S)N2CCN(S(=O)(=O)c3ccccc3)CC2)c1,13,-3,0.5,-5,6,2,2,-2,5
CCC(C)N1C(=O)CCC1C(=O)N1CCN(c2ccc(F)cc2)CC1 (configuration not stated),7,-3,-0.4,20,-28,-7,2,-1,18
COc1cc2c(CCNC(C)=O)c[nH]c2cc1Cl,-13,1,-0.1,16,3,-1,-2,-6,2
CC(=O)Nc1ccc(S(=O)(=O)N2CCN(CCc3ccccc3)CC2)cc1,0,-1,3.1,11,22,8,-2,0,7
COc1ccc2cc(C(=O)C3CCCN(C(=O)c4ccnn4C)C3)ccc2c1 (configuration not stated),8,4,1.5,11,-5,4,3,-18,14
NNC(=O)c1cc2c(s1)CCCCCC2,21,-5,-2.6,21,-1,9,-7,10,-2
Cn1c(=O)c2c(-c3ccccc3)n(-n3cnnc3)cc2n(C)c1=O,31,-6,1.2,30,13,-3,12,-3,-12
O=C1C2C3C=CC(CC3)C2C(=O)N1c1cccc(C(F)(F)F)c1 (configuration not stated),1,-5,2.2,-21,-5,9,2,-6,-1
COCCCNC(=O)c1c[nH]c2ccc(S(=O)(=O)N3CCC(C)CC3)cc2c1=O,-16,-1,0.1,12,1,-3,-4,-16,10
CCOc1cc(/C=C/c2nc3ccccc3c(=O)[nH]2)ccc1O,7,0,3.3,-20,-63,9,0,-38,8
COc1ccc(N2CCN(CCC3Oc4cc([N+](=O)[O-])ccc4NC3=O)CC2)cc1 (configuration not stated),9,-2,0.8,1,-1,-15,7,-17,13
Oc1oc(-c2ccccc2)nc1C=NCc1ccncc1,-26,0,-0.3,-36,1,-3,-13,-4,9
Cc1ccc(C(=O)NCc2ccncc2)cc1S(=O)(=O)Nc1cccc(C)c1C,6,-3,0.3,-11,13,-6,6,-10,-1
Cc1cccc(C)c1NC(=O)C1c2cccc[n+]2CC(=O)N1Cc1cccs1 (configuration not stated),8,-2,3.8,-6,-9,-17,-1,8,2
CCOC(=O)Cc1csc(NC(=O)CSc2nnc(-c3cccnc3)n2Cc2ccco2)n1,18,1,0.6,11,5,-4,-4,2,11
COc1ccc(CN(Cc2ccc(C(=O)O)cc2)C(=S)Nc2ccccc2Cl)cc1OC,13,-6,-2.9,-9,-3,-8,0,1,-5
CCN(CC)C(=O)c1[nH]cnc1C(=O)NC1CCN(C(=O)OC(C)(C)C)CC1,1,1,-1.0,7,-5,-5,-6,35,-4
CCOc1ccc(N(C)S(=O)(=O)c2ccc3[nH]cc(C(=O)NCC4CCCO4)c(=O)c3c2)cc1 (configuration not stated),17,-3,0.2,-6,6,0,-5,3,-23
CN(CC(O)COc1ccc(S(=O)(=O)N2CCOCC2)cc1)C1CCCCC1 (configuration not stated),1,0,1.8,19,-7,1,-5,7,8
CCCC(=O)Nc1cccc(NC(=O)c2cccc([N+](=O)[O-])c2C)c1,49,-3,0.5,16,1,-9,-3,0,5
N#Cc1ccc(CSc2nnc(NC(=O)C3CCCO3)s2)cc1 (configuration not stated),28,2,-0.5,-5,7,-2,-5,2,0
S=C(NCC1CCCO1)N1CCN(c2cccc(Cl)c2)CC1 (configuration not stated),30,-4,1.2,-11,0,-1,7,6,22
Cc1ccc(CNC(=O)c2ccccc2NC(=O)CSc2nnnn2C)cc1,16,-5,-4.4,0,-2,-8,2,36,-6
Cc1cccc(C)c1NC(=O)c1cccc(COc2cc(Cl)ccc2Cl)c1,16,-6,-0.6,-34,-6,-3,6,-4,2
O=c1[nH]c(S)c(/C=C2\C=Nc3ccccc32)s1,21,7,0.1,13,10,-3,25,7,45
Oc1ccccc1-c1nc(NCc2ccco2)c2ccccc2n1,3,4,1.8,2,-9,12,4,12,-4
COc1cc(/C=C/c2ccc3cccc(O)c3n2)c(Br)cc1O,98*,26,19,-43,-25,0,21,x,x
C=CCn1c(SCC(=O)N2CCN(C(=O)c3ccco3)CC2)nc2sc(CC)cc2c1=O,41,-4,1.6,-5,-5,-1,1,-3,-17
COc1cc(C(=O)NCC(=O)NCCSc2ccc(Br)cc2)cc(OC)c1OC,16,-5,-0.2,28,12,8,0,-3,8
CSc1ccc(S(=O)(=O)NCC(=O)OCC(=O)N(C)CC(=O)Nc2ccc(F)cc2)cc1[N+](=O)[O-],x,x,x,x,x,2,2,0,7

Gathered by group: those above with two or more sulfur atoms (nine)
SMILES,Mdm2-MdmX inh,UPR XBP1 act,UPR CHOP act,697 NFkB inh,Jurkat NFkB inh,EBI2 block,CXCR6 inh,Gli-Sufu block,CCR6 antag
CNC(=S)N/N=C(\C)c1ccc(Cl)s1,-27,0,-0.6,18,1,10,16,2,27
CCn1c(SCC(=O)Nc2cccc(OC)c2)nc2c(c1=O)SCC2,7,1,-0.3,6,19,3,1,-1,10
CCc1nnc(SCC(=O)Nc2nnc(C)s2)n1CC1CCCO1 (configuration not stated),5,-8,-1.7,-2,-3,1,-13,-4,8
Cc1cccc(NC(=S)N2CCN(S(=O)(=O)c3ccccc3)CC2)c1,13,-3,0.5,-5,6,2,2,-2,5
CCOC(=O)Cc1csc(NC(=O)CSc2nnc(-c3cccnc3)n2Cc2ccco2)n1,18,1,0.6,11,5,-4,-4,2,11
N#Cc1ccc(CSc2nnc(NC(=O)C3CCCO3)s2)cc1 (configuration not stated),28,2,-0.5,-5,7,-2,-5,2,0
O=c1[nH]c(S)c(/C=C2\C=Nc3ccccc32)s1,21,7,0.1,13,10,-3,25,7,45
C=CCn1c(SCC(=O)N2CCN(C(=O)c3ccco3)CC2)nc2sc(CC)cc2c1=O,41,-4,1.6,-5,-5,-1,1,-3,-17
CSc1ccc(S(=O)(=O)NCC(=O)OCC(=O)N(C)CC(=O)Nc2ccc(F)cc2)cc1[N+](=O)[O-],x,x,x,x,x,2,2,0,7
